PKA-R1A act – activates the PKA-R1A holoenzyme complex | P00514+P68181 | PKA-R1A dissociation, Cy5-IP20 fluorescence polarization; scaled: DMSO 0%, 113 µM cGMP 100% | activation, % at 11.4 µM | hit rate 0.083% among 340,000 | AID 504707;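 active = percent activation above the mean of all tested compounds plus 3 SD, cut at about 19% in these data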;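 also: higher means more PKAc released from R1A so a rise in polarization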
PKA-R2B activ – PKA-R2B complex activation | PKA-R2B holoenzyme dissociation, Cy5-IP20 fluorescence polarization; R2B truncated from residue 108, S112A mutant; 0% DMSO only, 100% 113 µM cGMP | activation, % at 11.4 µM | hit rate 0.079% among 340,000 | AID 504700;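 active = activation above a cutoff set at the mean over all compounds plus 3 SD, cut at about 18% in these data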;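 also: higher means more holoenzyme dissociation and a rise in polarization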
Target sequence (P31323 whole entry, looked up, other chains not shown, the tested form may be a part): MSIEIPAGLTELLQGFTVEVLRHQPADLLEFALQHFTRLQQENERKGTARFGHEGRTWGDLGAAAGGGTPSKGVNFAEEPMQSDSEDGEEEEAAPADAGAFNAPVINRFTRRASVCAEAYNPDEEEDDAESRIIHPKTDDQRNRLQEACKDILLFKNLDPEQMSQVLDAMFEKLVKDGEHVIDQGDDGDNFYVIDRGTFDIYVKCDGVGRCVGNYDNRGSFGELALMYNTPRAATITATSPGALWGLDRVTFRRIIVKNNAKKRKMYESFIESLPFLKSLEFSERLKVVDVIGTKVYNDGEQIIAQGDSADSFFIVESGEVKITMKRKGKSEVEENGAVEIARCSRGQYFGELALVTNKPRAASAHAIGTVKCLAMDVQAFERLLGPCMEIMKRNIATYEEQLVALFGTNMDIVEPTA
PfHsp90 yeast 2 – inhibits growth of yeast expressing Plasmodium falciparum Hsp90; AID 504621; S. cerevisiae expressing PfHsp90, BacTiter-Glo ATP, 48 h; yeast lacking PDR1 and PDR3 efflux regulators; inhibition, % at 9.4 µM; hit rate 0.32% among 310,000;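 active = every replicate shows inhibition above about 80%, whatever the replicate mean, limit read from the data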;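 also: 0% = DMSO neutral controls and 100% = 20 µM radicicol positive controls; yeast relying on Plasmodium falciparum Hsp90 in place of its own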
Mot1-301 SUMO – inhibitors of SUMOylation pathway: yeast Mot1-301 growth rescue; S. cerevisiae Mot1-301 growth rescue, ATP luminescence, 38.5C; percent above DMSO median, 100 means doubled; growth rescue, % at 18.8 µM; hit rate 1% among 320,000;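 active = every valid replicate shows activation above 250% relative to neutral control wells; inactive = the rest, any valid replicate at or below 250%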;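 also: OY570 slx delta 5 strain wells were the positive control but not used for scaling; some compounds called inactive have numbers as strong as hits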
OPRM1-OPRD1 inv – inverse agonist of human OPRM1-OPRD1 heterodimerization; P35372+P41143; cell-based MOR-DOR heterodimer luminescence, inverse agonism; inhibition, % at 9.3 µM; hit rate 0.21% among 340,000; AID 504357; in the data active = inhibition above about 22%, passing the limit was not always enough;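 also: 0% = cells with DMSO and 100% = wells without cells with DMSO; values of inactives mirror those of a sister screen read the other way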
Ecoli viability – reduces bacterial viability in AddAB counter-screen. hit rate 0.27% among 330,000. E. coli V3065 growth, OD600 absorbance, 18 h. inhibition, % at 11.9 µM;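 active = inhibition above the campaign's mean inhibition across all tested compounds plus 3 SD, cut at about 9.9% in these data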;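 also: uninfected addAB+ strain grown without phage in ampicillin broth; 0% = DMSO wells and 100% = ciprofloxacin 0.95 µg/ml wells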
MOR-DOR ag – OPRM1-OPRD1 heterodimerization agonism; cells, luminescence; activation, % at 9.3 µM; hit rate 0.3% among 340,000; P35372+P41143; in the data active = activation above about 18%;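 also: 0% = vehicle-treated cells and 100% = reference agonist; values of inactives mirror those of a sister screen read the other way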
AddAB inh – less growth of phage-infected E. coli with AddAB | hit rate 0.29% among 330,000 | E. coli expressing H. pylori AddAB, absorbance growth | AID 435030 | inhibition, % at 11.9 µM; in the data active = inhibition above about 12%;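 also: 0% = vehicle wells of infected cells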
HTR5A inv ag – counter-screen for OPRM1-OPRD1 inverse agonists: human HTR5A inverse agonism | hit rate 0.083% among 340,000 | inhibition, % at 9.3 µM | P47898 | HTR5A cell line, luminescence; in the data active = inhibition mostly above about 23%, no sharp cut-off; inactive = mostly below about 18%;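 also: 0% = cells with DMSO and 100% = no-cell wells with DMSO; some compounds called inactive have numbers as strong as hits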
Target sequence (P47898 whole entry, looked up): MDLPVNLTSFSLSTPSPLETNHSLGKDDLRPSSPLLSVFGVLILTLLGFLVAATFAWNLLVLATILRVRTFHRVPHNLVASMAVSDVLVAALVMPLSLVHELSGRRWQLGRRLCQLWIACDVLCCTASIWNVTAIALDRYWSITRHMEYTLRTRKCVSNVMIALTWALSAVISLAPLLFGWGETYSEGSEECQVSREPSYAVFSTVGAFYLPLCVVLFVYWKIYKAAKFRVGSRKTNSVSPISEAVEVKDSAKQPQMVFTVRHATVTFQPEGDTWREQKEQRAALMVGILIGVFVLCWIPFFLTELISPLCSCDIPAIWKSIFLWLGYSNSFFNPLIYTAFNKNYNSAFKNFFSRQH
phage Ecoli inh – E. coli growth loss with phage present. growth absorbance. inhibition, % at 11.9 µM. hit rate 0.26% among 360,000; in the data active = inhibition above about 11%
Tat export inh – inhibitors of E. coli Tat protein transport; E. coli MC4100 TorA-mCherry Tat export, fluorescence; hit rate 0.036% among 340,000; AID 488895; inhibition, % at 10 µM;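 active = mean replicate inhibition at least 50% and at least half of replicates individually reaching 50%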;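 also: exported cargo escapes ClpAP degradation while cytoplasmic cargo is degraded and loses fluorescence; 0% = median of neutral control wells and 100% = median of NaSCN control wells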
Active calls of the source: *; x = not tested or not shown. Random draw from the library; 2.2% or so of the library scored in one or more.

mol | PKA-R1A act | PKA-R2B activ | PfHsp90 yeast 2 | Mot1-301 SUMO | OPRM1-OPRD1 inv | Ecoli viability | MOR-DOR ag | AddAB inh | HTR5A inv ag | phage Ecoli inh | Tat export inh
COc1cccc(C(Nc2ccccn2)c2oc(CO)cc(=O)c2O)c1 (centres undefined) | 6 | -1 | 1 | -6 | 10 | 1.4 | -2.2 | 3.2 | -3 | 4.0 | 0
CC1(C)NC(=O)N(CC(O)COc2ccccc2-c2ccccc2)C1=O (centres undefined) | 7 | -3 | -56 | -1 | 10 | 0.5 | -1.8 | -0.2 | 13 | 2.1 | -4
COc1cc(C2C=C(C34CC5CC(CC(C5)C3)C4)NC(=S)N2)cc(OC)c1OC (centres undefined) | -1 | -9 | -17 | 780 | 7 | 0.3 | -1.1 | 0.5 | -13 | 1.9 | -6
Cc1ccccc1NC(=S)N1CCOCC1 | 6 | -3 | x | -8 | 7 | 0.5 | -1.1 | -1.4 | 10 | 2.9 | -2
O=C(O)CSc1ncnc2c1sc1nc(-c3ccccc3)c3c(c12)CCC3 | 1 | -2 | -36 | 8 | 8 | -2.3 | -1.5 | -0.1 | -19 | -0.8 | 3
O=C(Nc1cc(C(F)(F)F)ccc1N1CCCCC1)c1ccco1 | -5 | 6 | 24 | -2 | 4 | -3.4 | -1.1 | -0.7 | -13 | 1.5 | -6
O=C(NC1CCCN(c2ccc(C(F)(F)F)cn2)C1)c1ccncc1 (centres undefined) | -18 | 14 | -4 | 267 | 8 | -1.3 | -1.6 | -0.1 | 23 | 2.0 | -4
Cn1c(COc2ccccc2)nnc1SCC(=O)NC1CCCC1 | -8 | 2 | -34 | -5 | 0 | 2.3 | 0.0 | 1.5 | 8 | -2.0 | 6
O=C(c1ccc(Cl)c(NC2=NC3CS(=O)(=O)CC3S2)c1)N1CCN(c2ccc(F)cc2)CC1 (centres undefined) | -10 | -7 | -8 | -2 | 15 | -2.0 | -2.9 | 2.5 | 2 | 2.0 | 1
CCC(C)n1c(=S)[nH]c2c(sc3ccc([N+](=O)[O-])cc32)c1=O (centres undefined) | 7 | 1 | 16 | -18 | 13 | 1.9 | -2.4 | 0.0 | 6 | 1.7 | -3
Cc1ccc(NC(=O)Cc2n[nH]c(=S)n2C)cc1 | -4 | 5 | x | -31 | 13 | -0.9 | -2.7 | -0.7 | -3 | -0.9 | -17
COc1cc(-c2nc(S(=O)(=O)c3ccc(C)cc3)c(N3CCOCC3)o2)cc(OC)c1OC | 4 | 8 | 3 | x | 9 | -0.2 | -1.9 | 1.1 | -11 | 1.7 | -8
Cn1c(=O)n(C)c2cc(NC(=O)COc3ccccc3)ccc21 | -15 | -2 | -2 | 5 | 7 | 0.3 | -1.3 | 3.8 | -7 | 0.9 | 4
CN(C)c1ccc(C=NN2CCCCCC2)cc1 | 3 | -16 | x | x | 21 | x | -3.9 | x | 0 | 1.0 | 0
COCC(C)n1c(C)cc(C(=O)COC(=O)C2=NN(c3ccccc3)C(=O)CC2)c1C (centres undefined) | -5 | -3 | x | -9 | 12 | -1.0 | -2.6 | -0.9 | 3 | x | 0
Cc1cc(C)cc(-n2c(N)c(C(=O)Nc3c(C)n(C)n(-c4ccccc4)c3=O)c3nc4ccccc4nc32)c1 | -2 | -5 | -7 | -16 | -28 | 3.1 | 5.2 | 0.7 | -40 | 0.6 | 3
CC(Sc1nnnn1C)C(=O)Nc1ncc(Cl)cc1Cl (centres undefined) | 7 | 2 | 20 | 9 | 12 | 1.4 | -2.8 | 2.2 | -17 | -1.7 | -1
CC(NC(=O)c1cccnc1)C(c1ccccc1)N1CCN(C)CC1 (centres undefined) | -2 | -8 | 11 | -5 | -3 | -0.7 | 0.5 | 0.3 | -2 | 2.5 | 7
Cc1cc(Br)ccc1SCC(=O)OCC(=O)Nc1ccccc1C#N | -15 | -10 | -10 | 14 | -25 | -1.7 | 4.8 | 1.3 | 4 | 2.0 | 4
O=C(COC(=O)c1ccc(OC(F)F)cc1)NCCC1=CCCCC1 | -18 | -6 | -24 | 0 | 10 | -0.3 | -2.5 | -0.8 | 10 | 2.9 | 9
O=C(COC(=O)COc1ccc(Br)cc1)Nc1cccnc1Cl | -2 | -5 | 11 | 3 | 10 | -1.5 | -1.9 | 3.7 | 13 | 3.0 | -4
COc1ccc(C2=NOC(Cn3nc(C(=O)NCc4cccs4)cc3-c3ccccc3)C2)cc1 (centres undefined) | -2 | 3 | 8 | 692* | 8 | 1.4 | -1.8 | 1.0 | -4 | 1.7 | 0
CC(=O)Nc1ccc(NC(=O)CSc2nnc(-c3ccc(NS(C)(=O)=O)cc3)n2C)cc1C | -14 | 10 | 0 | -6 | 9 | 0.0 | -1.8 | 0.8 | -4 | 1.3 | -12
COc1ccc(Cc2nc3ccc(C(=O)N4CCCN(C=O)CC4)cc3o2)cc1 | -5 | -17 | 14 | 1 | 10 | 3.2 | -1.9 | 1.9 | 5 | 0.2 | -5
CCCN(C(=O)CCOc1ccc(C(C)(C)C)cc1)c1c(N)n(Cc2ccccc2)c(=O)[nH]c1=O | -8 | -4 | -6 | 10 | 10 | 1.2 | -2.0 | 1.7 | -14 | 1.5 | 3
c1ccc(CCN2CCN(c3ncnc4c3cnn4-c3ccccc3)CC2)cc1 | -3 | -18 | 4 | -24 | -34 | -0.2 | 6.5 | 2.9 | 3 | 4.0 | -6
Cc1cc(C(=O)N/N=C\c2ccc(COc3ccc([N+](=O)[O-])cc3)o2)ccc1[N+](=O)[O-] | -11 | 2 | -7 | 3 | -3 | -0.3 | 0.6 | 1.0 | -27 | -0.6 | -9
CCCCn1c(NCc2ccc3c(c2)OCO3)nc2ccccc21 | 5 | 0 | -2 | 16 | -30 | -1.9 | 5.3 | -0.6 | -31 | 4.3 | 0
COc1cccc(CN(C(=O)c2cccc(OC)c2)C2CCS(=O)(=O)C2)c1 (centres undefined) | -5 | -3 | 9 | -2 | 6 | 0.3 | -1.1 | 3.1 | -9 | 0.9 | -4
Cc1cc(C)n2ncc(C(=O)NCc3ccccc3)c2n1 | 6 | -11 | -65 | 4 | 9 | 0.7 | -1.6 | -0.4 | 3 | 0.5 | -4
COc1ccc(C2/C=C\CN(C(=O)c3ccccc3)[C@H](Cc3ccccc3)C(=O)N2Cc2ccc(F)cc2)cc1 (some centres undefined) | -4 | 1 | -10 | 126 | 6 | 1.9 | -1.0 | 0.8 | -7 | 1.8 | -3
O=C(NC1CC1)C1CCN(c2nc3ccccc3s2)CC1 | -6 | -1 | 0 | 0 | -39 | -3.0 | 5.5 | 0.9 | -10 | 2.9 | 3
CCCCN(C)CCCNC(=O)c1cccc(N2CCCC2=O)c1 | -3 | -9 | 8 | -1 | 2 | -0.6 | -0.3 | 1.0 | 20 | 0.8 | 14
CCNS(=O)(=O)c1c(C)cc(N2CCCC2=O)cc1C | -6 | -12 | 24 | 2 | 4 | -2.4 | -0.6 | -0.3 | -13 | -2.4 | 29
CC1Nc2ccc(C(=O)NC3CCCCC3)cc2NC1=O (centres undefined) | 0 | 2 | -21 | -8 | 12 | -0.8 | -1.9 | 0.9 | 6 | -0.9 | -6
c1nc(N2CCOCC2)c2[nH]cnc2n1 | -18 | -1 | 31 | -5 | 14 | -0.9 | -3.5 | 0.3 | 6 | 1.8 | 2
Cc1ccc2c(c1)C1C=CCC1C(C(=O)NCCCN1CCOCC1)N2 (centres undefined) | 5 | -2 | 8 | 3 | -6 | 1.5 | 1.1 | -1.1 | -16 | 0.5 | -3
COc1ccc(O)c(/C=N/NC(=S)Nc2cccnc2)c1 | -7 | 1 | -10 | -14 | 8 | -1.2 | -1.5 | -4.2 | 8 | 1.6 | -8
Cc1nnc(SCCn2c(N3CCN(Cc4ccccc4)CC3)nc3c2c(=O)[nH]c(=O)n3C)s1 | -6 | 4 | 15 | -3 | 22 | -3.7 | -4.5 | 1.7 | 16 | 3.6 | 4
NC(=O)c1cc(S(=O)(=O)NCc2cccc(Br)c2)cs1 | -9 | 0 | 10 | -10 | -7 | 2.5 | 1.3 | 3.5 | -13 | 0.4 | -1
COc1ccc(NC(=O)CSc2nnc(-c3cccs3)n2C)cc1OC | 13 | -1 | 15 | -4 | 7 | 2.5 | -1.6 | 4.2 | 13 | -0.1 | -2
Cc1cc(NC(=O)C2CCCCC2)nc2c1c(=O)oc1ccccc12 | 5 | -1 | -23 | 48 | 12 | -1.3 | -2.6 | 1.6 | 23 | -0.8 | 10
Cc1ccc(NC(=O)COC(=O)CN2C(=O)C3CCCCC3C2=O)cc1C (centres undefined) | 0 | -4 | 14 | -22 | 13 | -1.6 | -3.4 | 0.1 | 1 | -0.3 | 7
Cc1cc(C)n2nc(SCCC(=O)NCCc3ccccc3)nc2n1 | -11 | 1 | 6 | -8 | 11 | 0.7 | -2.0 | -2.0 | 10 | 3.8 | 2
Cc1ccc(Cl)cc1NC(=O)c1cc2ccccc2cc1O | 2 | 1 | -34 | -8 | -41 | 5.6 | 7.8 | 9.3 | 2 | 1.1 | 4
O=C(NC1CCCCC1)C(c1ccccn1)N(C(=O)c1csnn1)c1ccccc1F (centres undefined) | 0 | 3 | -13 | -18 | -2 | -1.7 | 0.3 | 0.3 | 6 | 3.8 | -2
Cc1ccccc1NC(=O)C1Cc2ccccc2CN1C(=O)OCc1ccccc1 (centres undefined) | -7 | -20 | -3 | -1 | -28 | 1.6 | 5.2 | 5.3 | 9 | 1.7 | 5
O=C(CN1CCN(CC(=O)Nc2ccccn2)CC1)Nc1ccccn1 | -4 | -11 | 13 | -4 | 8 | 1.8 | -1.6 | 0.7 | 5 | 2.4 | -8
Cc1ccnc2nc(C(=O)OC(C)C(=O)NCc3ccccc3)nn12 (centres undefined) | 6 | -3 | -10 | -7 | 10 | -5.1 | -2.0 | -1.3 | 12 | 0.1 | 0
CN(C)CCCn1c(=S)[nH]c2ccccc2c1=O | -2 | 5 | -30 | -27 | 11 | -0.4 | -2.4 | -0.2 | 12 | 2.2 | -1
Cc1ccc(C)c(N(CC(=O)NCc2ccc3c(c2)OCO3)C(=O)CCC(=O)Nc2ccccn2)c1 | -5 | -5 | -5 | -19 | -3 | -0.1 | 0.7 | 2.2 | 7 | -0.1 | -3
c1ccc(-c2nc(-c3cccs3)[nH]c2-c2ccccc2)cc1 | -4 | 0 | 8 | -5 | -23 | -0.7 | 4.3 | 0.4 | 3 | 2.8 | 7
C=CCNC(=S)Nc1cccc2ccccc12 | 1 | 5 | x | 9 | -9 | -2.5 | 1.5 | 0.4 | -20 | -0.1 | 0

Screening results as filed in PubChem.
